Source: PubChem BioAssay
human PMI inhibitors: human PMI inhibitors, high substrate, primary screen, biochemical, fluorescence intensity, high mannose 6-phosphate (AID 1220); recombinant PMI enzyme, coupled fluorescence intensity; higher % means a stronger effect; one-dose inhibition, % at 20 µM; IC50 in µM for titrated hits; hit rate 0.66% among 190,000
P. falciparum M17LAP: P. falciparum M17LAP inhibitors, primary screen, biochemical, fluorogenic H-Leu-NHMec substrate, 1536-well (AID 1619) | recombinant M17LAP, H-Leu-NHMec fluorogenic kinetic assay; higher % means a stronger effect | inhibition, % at 30 µM; hits with a dose series show IC50 in µM | hit rate 0.38% among 220,000;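 active = compound inhibiting the enzyme by more than half at any dose during confirmatory dose-response retesting; inconclusive = strong single-dose inhibitors picked by rank but not retested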;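 also: plate controls were full reaction with DMSO carrier for no effect and no enzyme background for full effect; strong numbers were not always called active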
TNAP activation fold: human TNAP enzyme activators, primary screen, biochemical, luminescent, no phosphate acceptor, uHTS (AID 1001) | purified TNAP, luminescent activation assay, no phosphate acceptor; higher activation fold means a stronger effect | one-dose activation fold at 20 µM; EC50 in µM for titrated hits | hit rate 0.03% among 200,000; in the data active = activation fold from about 3, or a potency from the dose series; inactive = the rest, 99 in 100 with activation fold below about 1.6; also: many of its hits are not listed in these tables
CSM14.1 death rescue: rescue of cells from ER stress-induced death, primary screen, 384-well, CSM14.1, thapsigargin, ATP luminescence (AID 1222); CSM14.1 thapsigargin-induced death rescue, ATP luminescence; higher % means a stronger effect; 190,000 tested, under 10 active; cellular ATP content (survival), % at 20 µM; hits with a dose series show EC50 in µM;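 active = EC50 below 50 µM in the dose-response confirmation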;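 also: death triggered by thapsigargin at about 15 µM added after 2 h compound pretreatment; cell ATP read after overnight thapsigargin exposure of roughly 18 to 22 hours; normalized against plate controls of thapsigargin alone and 5% DMSO vehicle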
XIAP displacement: XIAP antagonists, biochemical, IAP family, fluorescence polarization (AID 1018). displacement, % at 20 µM, or IC50 in µM where a hit was titrated. XIAP BIR domain, fluorescence polarization peptide displacement; higher % means a stronger effect. hit rate 0.007% among 200,000; in the data active = displacement above about 50%; also: a part of the inactive calls stands beside numbers as strong as those of hits
Myeloid diff 2: myeloid differentiation induction; ER-HoxA9 myeloid progenitors, lysozyme-GFP differentiation, flow cytometry; hit rate 1% among 360,000; calls only at 10 µM; AID 624256;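 active = normalized GFP-positive differentiation at or above the plate's own cutoff, the solvent-only control mean plus 3 SD; inconclusive = no clear call, values can overlap the other calls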;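 also: cells exposed to compound for four days before flow analysis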
human PMI inhibition: MPI enzyme activity inhibition – biochemical, fluorescence intensity, coupled assay, primary screen (AID 1209). purified PMI enzyme, coupled fluorescence intensity; higher % means a stronger effect. inhibition, % at 20 µM, or IC50 in µM where a hit was titrated. hit rate 0.42% among 190,000;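 also: plate controls were DMSO vehicle for no effect and wells lacking substrate for full effect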
P. falciparum M1AAP: P. falciparum M1AAP inhibitors, biochemical, fluorogenic H-Leu-NHMec substrate, 1536-well (AID 1445); recombinant M1AAP, H-Leu-NHMec fluorogenic kinetic assay; higher % means a stronger effect; one-dose inhibition, % at 30 µM; IC50 in µM for titrated hits; hit rate 0.42% among 220,000;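 active = primary inhibition above the hit cutoff, then over 50% inhibition at one or more dose response concentrations, cut at about 23% in these data, passing the limit was not always enough; inconclusive = conflicting primary data, or primary hits not chosen for dose response; inactive = low primary inhibition, or under 50% at every dose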;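 also: plate controls were DMSO full reaction for no effect and no enzyme background for full effect; strong numbers were not always called active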
LYP inhibition: inhibitors of LYP phosphatase, biochemical, fluorescence intensity, uHTS (AID 1779) | recombinant LYP phosphatase, fluorescence intensity; higher % means a stronger effect | inhibition, % at 11.5 µM, or IC50 in µM where a hit was titrated | hit rate 0.054% among 290,000;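 also: plate controls were vehicle with enzyme for no effect and no enzyme for full effect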
Myeloid diff 2 GFP+ MAC1+ %: also measured in Myeloid diff 2; calls as there; GFP+ MAC1+ double positive, %; measured here: differentiation confirmed by MAC1 staining
The depositor's hits bear a star; i = inactive; ? = inconclusive; · = no result given; + = active, no number. Rule as the data show it, unless noted: active = inhibition above about 50%; inactive = the rest.

mol | human PMI inhibitors | P. falciparum M17LAP | TNAP activation fold | CSM14.1 death rescue | XIAP displacement | Myeloid diff 2 | Myeloid diff 2 GFP+ MAC1+ % | human PMI inhibition | P. falciparum M1AAP | LYP inhibition
O=C(Nc1csnn1)c1csnn1 | · | -2% | · | · | · | i | 0.7 | · | 22% | -7%
Fc1ccc(CNC(=S)Nc2ccc(Cl)cc2)cc1 | -2% | -2% | 1.1 | -1.3% | -1.6% | i | 0.7 | 6% | 0% | 3%
CCC(OC(=O)CN1C(=O)C(=O)c2ccccc21)C(=O)Nc1ccc(S(N)(=O)=O)cc1 (stereo not drawn) | 34% | 21% | 1 | 0.1% | -14% | i | 0.4 | 15% | 5% | -8%
O=C1CC(c2ccccc2)Cc2nc(NCc3ccco3)ncc21 (stereo not drawn) | 12% | -4% | 1.1 | -1.3% | -2.2% | i | 4.3 | 8% | 8% | -5%
CCCN1C(=O)/C(=C/c2nc3ccccc3c(=O)[nH]2)c2cc(C)ccc21 | · | 0% | · | · | · | i | 0.1 | · | 6% | 1%
O=C(NCc1cccnc1)c1ccc(CS(=O)(=O)c2ccc(Br)cc2)o1 | -3% | -6% | 1 | -1.5% | -3.0% | i | 0.6 | -9% | -2% | 0%
C/C(=N/NC(=O)c1ccn(C)n1)c1ccncc1 | · | -9% | · | · | · | i | 0.2 | · | 0% | -10%
Fc1ccc(Nc2nc(-c3ccncc3)nc3ccccc23)cc1F | -14% | -3% | 0.9 | -2.4% | -6.5% | i | 1.2 | -18% | 5% | -10%
CCCOc1cccc(C2C(C(=O)c3cccs3)=C(O)C(=O)N2Cc2cccnc2)c1 (stereo not drawn) | · | 1% | · | · | · | i | 0.7 | · | 5% | -6%
O=C(Nc1ccccc1N1CCCCC1)c1ccc(Cl)c([N+](=O)[O-])c1 | -11% | 3% | 1 | -1.1% | -4.1% | i | 0.5 | -7% | 1% | -2%
COc1ccc(Oc2c(-c3ccc(O)cc3O)n[nH]c2C)cc1 | 8% | -4% | 1.4 | 2.8% | 2.0% | i | 0.8 | 7% | 7% | -8%
CC(C)Cc1n[nH]c(=O)[nH]1 | 7% | -4% | 0.9 | -1.4% | -3.2% | i | 1.3 | 4% | -6% | -1%

8 of the compounds above, with values under each structure:
Order of results: human PMI inhibitors, P. falciparum M17LAP, TNAP activation fold, CSM14.1 death rescue, XIAP displacement, Myeloid diff 2, Myeloid diff 2 GFP+ MAC1+ %, human PMI inhibition, P. falciparum M1AAP, LYP inhibition
- O=C(Nc1csnn1)c1csnn1
 : ·, -2%, ·, ·, ·, i, 0.7, ·, 22%, -7%
- Fc1ccc(CNC(=S)Nc2ccc(Cl)cc2)cc1
 : -2%, -2%, 1.1, -1.3%, -1.6%, i, 0.7, 6%, 0%, 3%
- CCC(OC(=O)CN1C(=O)C(=O)c2ccccc21)C(=O)Nc1ccc(S(N)(=O)=O)cc1 (stereo not drawn)
 : 34%, 21%, 1, 0.1%, -14%, i, 0.4, 15%, 5%, -8%
- O=C1CC(c2ccccc2)Cc2nc(NCc3ccco3)ncc21 (stereo not drawn)
 : 12%, -4%, 1.1, -1.3%, -2.2%, i, 4.3, 8%, 8%, -5%
- CCCN1C(=O)/C(=C/c2nc3ccccc3c(=O)[nH]2)c2cc(C)ccc21
 : ·, 0%, ·, ·, ·, i, 0.1, ·, 6%, 1%
- O=C(NCc1cccnc1)c1ccc(CS(=O)(=O)c2ccc(Br)cc2)o1
 : -3%, -6%, 1, -1.5%, -3.0%, i, 0.6, -9%, -2%, 0%
- C/C(=N/NC(=O)c1ccn(C)n1)c1ccncc1
 : ·, -9%, ·, ·, ·, i, 0.2, ·, 0%, -10%
- Fc1ccc(Nc2nc(-c3ccncc3)nc3ccccc23)cc1F
 : -14%, -3%, 0.9, -2.4%, -6.5%, i, 1.2, -18%, 5%, -10%

(next part)
mol | human PMI inhibitors | P. falciparum M17LAP | TNAP activation fold | CSM14.1 death rescue | XIAP displacement | Myeloid diff 2 | Myeloid diff 2 GFP+ MAC1+ % | human PMI inhibition | P. falciparum M1AAP | LYP inhibition
CC1Cc2ccccc2N1C(=O)COC(=O)c1ccc(Cl)nc1 (stereo not drawn) | -4% | -4% | 1.1 | 2.2% | -5.6% | i | 0.8 | -1% | 3% | -3%
CN1/C(=C\C=O)C(C)(C)c2ccccc21 | -4% | 20% | 1.1 | 1.1% | -11% | i | 0.5 | -9% | 13% | 1%
CCOC(=O)c1cc2c(ccn2C)n1Cc1ccccc1Cl | 50%* | -4% | 1.1 | 5.8% | -4.0% | i | 0.5 | 23% | 6% | -6%
O=C(COC(=O)c1cccc(F)c1)NC1CC1 | 1% | 15% | 1.1 | -0.8% | -1.3% | ? | · | 1% | 3% | 0%
O=C(CCc1nc2ccccc2[nH]1)NCc1ccc2c(c1)OCO2 | -8% | -6% | 1.1 | -3.7% | -5.3% | i | 2.8 | -10% | 2% | -6%
Cc1ccc(S(=O)(=O)N2CCC(C(=O)NCc3ccncc3)CC2)cc1 | 1% | -10% | 1.1 | 0.8% | -1.4% | i | 0.2 | 6% | 12% | 1%
Cc1cc2cc(CN(Cc3ccco3)S(=O)(=O)c3c(C)ccc4nsnc34)c(=O)[nH]c2cc1C | 28% | 5% | 1.1 | -0.7% | 0.1% | i | 1.3 | 16% | 12% | -6%
CCOC(=O)c1c(NC(=O)CN2CCCc3ccccc32)sc(C(C)=O)c1C | 4% | 0% | 1.1 | 2.6% | -3.5% | i | 0.5 | 8% | 8% | 0%
CCOc1cc(NC(=S)NCCCN2CCOCC2)c(OCC)cc1NC(=O)C1CCCCC1 | 20% | 11% | 1 | -0.4% | -4.4% | i | 0.6 | 10% | 2% | -6%
CN1CCN(/N=C/c2nc(-c3ccccc3Cl)n3ccccc23)CC1 | -7% | 19% | 1 | 1.2% | -5.4% | i | 0.2 | -6% | 13% | -4%
CC(=O)Nc1ccc(NC(=O)C(=O)N/N=C/c2cccnc2)cc1 | · | 3% | · | · | · | i | 0.0 | · | 4% | -4%
Cc1ccc(-n2nc(C)c3c2OC(N)=C(C#N)C3c2ccccc2F)cc1 (stereo not drawn) | 2% | 10% | 1 | -0.4% | -6.4% | i | 0.9 | -2% | -8% | 2%
Cc1cc(NC(=O)C2C3C(=O)N(c4cccnc4)C(C(=O)NC(C)(C)C)C34C=CC2(C)O4)no1 (stereo not drawn) | -4% | -11% | 1.1 | -0.3% | -2.7% | i | 0.4 | 2% | 4% | -9%
O=c1nc2n(c3ncccc13)CCCCC2 | -14% | -14% | 1.1 | -0.2% | -4.8% | i | 0.3 | -16% | -14% | -6%
Cc1ccc2nc(-c3ccc(SCC(=O)Nc4ccc5c(c4)OCCO5)nc3)[nH]c2c1 | 4% | 16% | 1.1 | 9.8% | -3.5% | i | 1.0 | 12% | 1% | -3%
CCOC(=O)c1ccc(Nc2nnc3nc(C)cc(C)n23)cc1 | 18% | 0% | 1 | -0.9% | -8.9% | i | 0.6 | 22% | 0% | -1%
COc1ccc(CNC(=S)NCc2ccc(OC)cc2)cc1 | 1% | -6% | 1.1 | -0.6% | -5.0% | i | 1.0 | -1% | -3% | -2%
C=C(C)CNC(=S)N1CCN(C(c2ccccc2)c2ccccc2)CC1 | 34% | -5% | 1 | -13% | -8.2% | i | 0.4 | 15% | 5% | -5%
S=C(NC1CCCCC1)NC1CC2CCC(C1)N2Cc1ccccc1 (stereo not drawn) | · | 3% | 1.1 | 0.3% | -3.6% | i | 0.2 | · | 2% | -5%
CC(C)N1C(=O)CCC1C(=O)NCc1ccco1 (stereo not drawn) | -3% | 4% | 1.1 | 14% | -2.9% | i | 0.4 | -8% | 8% | -6%
CN1CN(C)C(c2ccncc2)=C1c1ccncc1 | · | -6% | · | · | · | i | 0.2 | · | 2% | -2%
Cn1nnnc1SCCNCc1ccncc1 | -15% | 3% | 1.1 | 0.9% | -4.0% | i | 8.0 | -10% | 2% | -4%
CCCOc1ccc(-c2c(C(=O)N/N=C/c3ccc(OC)cc3)nnn2-c2nonc2N)cc1 | 3% | 17% | 1.1 | -1.0% | 0.0% | i | 0.1 | 8% | 6% | 14%
COC(=O)Nc1ccc(S(=O)(=O)N2CCCC(C(=O)N3CCCCCC3)C2)cc1 (stereo not drawn) | -9% | 0% | 1.1 | 2.3% | -2.0% | i | 0.3 | 2% | 3% | -8%
Cc1cc2nnc(SCC(=O)N3CCN(c4ccccc4)CC3)n2c(N)n1 | -2% | 2% | 1 | -0.4% | -2.2% | i | 0.7 | -12% | 1% | -5%
COc1ccc(C(=O)NNC(=O)Cc2ccc(-c3ccccc3)cc2)cc1OC | -11% | 0% | 1.1 | -1.9% | -5.3% | i | 0.4 | -1% | 10% | -5%
Cc1cccc(-n2c(C)n[nH]c2=S)c1C | 5% | -2% | 0.9 | -2.9% | -2.2% | i | 1.3 | 0% | 8% | 0%
COc1cccc(C(c2nnnn2C(C)(C)C)N2CCN(C3CCCCC3)CC2)c1OC (stereo not drawn) | 2% | 10% | 1.1 | 3.5% | -3.7% | i | 0.7 | -6% | 2% | -8%
N#Cc1ccc(COC(=O)c2ccc3c(=O)[nH]c(CN4CCOCC4)nc3c2)cc1 | 4% | -11% | 1 | -1.9% | 14% | i | 0.3 | 2% | 2% | -6%
O=C(Nc1ccc2c(c1)OCCO2)c1ccc(CN2CCOCC2)cc1 | 4% | 7% | 1 | -3.3% | -5.5% | i | 0.6 | 3% | -4% | -6%
CCC1CCCCN1S(=O)(=O)Cc1ccccc1Cl (stereo not drawn) | 5% | 0% | 1.1 | 5.7% | 0.2% | + | 3.0* | 10% | 2% | -3%
Cn1ncc([N+](=O)[O-])c1C(=O)Nc1ccc(-c2nc3ccccc3[nH]2)cc1 | 8% | 5% | 1.1 | -3.1% | -4.5% | i | 0.8 | 9% | 5% | 4%
COc1ccc(NC(=O)CSc2nc3[nH]ncc3c(=O)n2-c2ccccc2OC)cc1OC | 28% | 5% | 1.1 | -1.7% | -5.6% | i | 0.7 | 10% | 1% | 3%
CCCC(=O)NC(c1ccco1)c1cc([N+](=O)[O-])c2cccnc2c1O (stereo not drawn) | 8% | 40% | 0.8 | 0.8% | -4.2% | + | 1.2* | -24% | -11% | 3%
O=C(OCC(=O)N1CCOCC1)c1c(Cl)ccc(Cl)c1Cl | -4% | 0% | 1.1 | -0.4% | -2.6% | i | 1.0 | -5% | -1% | -5%
COC(=O)c1noc(C)c1-c1ccnn1C(=O)c1ccc(C)cc1 | · | 5% | · | · | · | i | 0.5 | · | 5% | -6%
